Screens deposited in PubChem by Small Molecule Screening Facility, UW Madison.
PriA SSB inh – inhibitors of Klebsiella pneumoniae PriA binding to SSB C-terminal tail, primary screen, biochemical, AlphaScreen; PriA–SSB C-terminal tail interaction (Klebsiella pneumoniae); AlphaScreen SSBct-PriA binding, biotinylated peptide; inhibition, % at 33 µM; 0.6% of 430,000 active; AID 1272365, 2023; in the data active = inhibition mostly above about 37%, no sharp cut-off; inactive = mostly below about 20%;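 note: plate controls were negative control peptide for no effect and reference peptide for full effect; strong numbers were not always called active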
* hit, by the source's call; & = joins results of further samples. These rows are one share of the data; rates above refer to the full screens.

SMILES	PriA SSB inh
Cc1ccc(OCC(O)CN(C)C2CCCCC2)cc1 (configuration not stated)	6
COc1ccc(C=NNc2nonc2N)cc1	-5
O=S(=O)(NCC1CCN(c2ccccn2)CC1)c1ccc(Cl)s1	-2
CCOc1ccc(C(=O)N2CCN=C2SCc2cccc([N+](=O)[O-])c2)cc1	5
CCc1ccccc1NC(=O)c1csc2nc(-c3ccc(OC)cc3)cn12	-6
COC(=O)c1ccc(NC(=O)Cc2c(C)nc(SCc3ccccc3F)[nH]c2=O)cc1	-5
COc1ccc(C(=O)NN=c2oc3ccccc3cc2C(=O)NCc2ccccc2)cc1	-5
COCCn1nnn(-c2ccc(NC(=O)CSCc3ccccc3)cc2)c1=O	-4
CCOC(=O)N1CCN(C(=O)Cc2cc(=O)[nH]c(SCc3ccccc3)n2)CC1	0&19
CCCCNC(=O)Cc1csc(SCC(=O)c2ccccc2)n1	9
CCc1n[nH]c2c1C(=NO)CCC2	8
CN1C=C(C(F)(F)F)C=CC1=C(C#N)C#N	4
Cc1ccccc1Cn1cnc2c(cnn2CCNC(=O)Cc2ccc(F)cc2)c1=O	-9
Cn1nc(C(=O)N2CCN(CC(O)c3cccs3)CC2)ccc1=O (configuration not stated)	1
CCOc1cc(C)c(S(=O)(=O)NC(C)c2ccccc2)cc1C (configuration not stated)	-12
O=S(=O)(Cc1ccccc1)NCC1CCN(Cc2ccccc2)CC1	-4
O=C(Cc1ccsc1)NCc1cncc(-c2cccs2)c1	-6
Cc1nc2ccc(S(=O)(=O)O)cc2[nH]1	-19
O=c1cnnc(SCc2ccccc2)[nH]1	-4
CCN(CC)S(=O)(=O)c1ccc(C(=O)Nc2cc(C)nn2C)cc1	2
NNC(=O)c1ccc(OCC(O)CN2CCN(c3ccccc3)CC2)cc1 (configuration not stated)	3
Cn1cccc1[C@@H](O)CCNC(=O)Nc1cccs1	-23
O=C(CSc1nnc(CCc2nc3ccccc3s2)o1)NCCc1c[nH]c2ccccc12	5
NCC1CN(c2ccc(F)cc2)C(=O)O1 (configuration not stated)	19
CC(=O)Nc1ccc(C(=O)NCCNC(=O)C2c3ccccc3Oc3ccccc32)cc1	-11

As a working copy, some entries already given:
SMILES	PriA SSB inh
COc1ccc(C=NNc2nonc2N)cc1	-5
O=S(=O)(NCC1CCN(c2ccccn2)CC1)c1ccc(Cl)s1	-2
CCOc1ccc(C(=O)N2CCN=C2SCc2cccc([N+](=O)[O-])c2)cc1	5
CCc1ccccc1NC(=O)c1csc2nc(-c3ccc(OC)cc3)cn12	-6
COC(=O)c1ccc(NC(=O)Cc2c(C)nc(SCc3ccccc3F)[nH]c2=O)cc1	-5
COc1ccc(C(=O)NN=c2oc3ccccc3cc2C(=O)NCc2ccccc2)cc1	-5
COCCn1nnn(-c2ccc(NC(=O)CSCc3ccccc3)cc2)c1=O	-4
CCOC(=O)N1CCN(C(=O)Cc2cc(=O)[nH]c(SCc3ccccc3)n2)CC1	0&19
CCCCNC(=O)Cc1csc(SCC(=O)c2ccccc2)n1	9
CCc1n[nH]c2c1C(=NO)CCC2	8
CN1C=C(C(F)(F)F)C=CC1=C(C#N)C#N	4
Cc1ccccc1Cn1cnc2c(cnn2CCNC(=O)Cc2ccc(F)cc2)c1=O	-9
Cn1nc(C(=O)N2CCN(CC(O)c3cccs3)CC2)ccc1=O (configuration not stated)	1
CCOc1cc(C)c(S(=O)(=O)NC(C)c2ccccc2)cc1C (configuration not stated)	-12
O=S(=O)(Cc1ccccc1)NCC1CCN(Cc2ccccc2)CC1	-4
O=C(Cc1ccsc1)NCc1cncc(-c2cccs2)c1	-6
Cc1nc2ccc(S(=O)(=O)O)cc2[nH]1	-19
O=c1cnnc(SCc2ccccc2)[nH]1	-4
CCN(CC)S(=O)(=O)c1ccc(C(=O)Nc2cc(C)nn2C)cc1	2

Other entries.
SMILES	PriA SSB inh
CC(C)c1nnc(SCC(=O)Nc2ccc(C(N)=O)cc2)c2c1cnn2-c1ccc(F)cc1	8
CC1CCN(c2cc(NC(=O)C3CC3)ncn2)CC1	-11
O=C(NCCN1CCN(c2ccccc2F)CC1)C(=O)Nc1ccc(F)cc1	8
NC(=NO)c1nc(N2CCCC2)nc(N2CCCC2)n1	-5
CCc1ccc(NC2CC(=O)N(c3ccccc3OC)C2=O)cc1 (configuration not stated)	10
COc1ccc(S(=O)(=O)C2CCN(S(=O)(=O)c3c(C)nn(C)c3C)CC2)cc1	-1
CCOC(=O)NC[C@H](O)c1ccc2c(c1)CCO2	-5
O=C(COc1ccc(Cl)cc1)Nc1ccc2c(c1)N(C(=O)C1CCCO1)CC2 (configuration not stated)	-13
O=C(NCCCN1CCOCC1)C(=O)NN=Cc1ccccc1O	13
O=C([C@@H]1CCCO1)N1CCN(c2ncnc3c2nnn3Cc2ccccc2)CC1	-3
CCOc1ccc(NC(=O)c2cccn(Cc3cc(C)ccc3C)c2=O)cc1	-24
CC(C)C(NC(=O)C12CC3CC(CC(C3)C1)C2)C(=O)NN=CC1=C(N2CCOCC2)/C(=C\c2cccc([N+](=O)[O-])c2)CC1 (configuration not stated)	1
NCc1nncn1-c1ccc(F)cc1	-10
CCN1C(=O)CC(NC23CC4CC(CC(C4)C2)C3)C1=O (configuration not stated)	-2
O=C(NCc1cnn2c1CCCC2)c1cnn(-c2ccccc2)n1	11
Cc1cc(C(=O)Nc2nc3ccc(F)cc3s2)no1	-11
Fc1c(F)c(F)c(NN=Cc2c[nH]c3ccccc23)c(F)c1F	12
CC(C)(C)c1csc(NC(=O)C23CC4CC(CC(C4)C2)C3)n1	-16
COc1cccc2c(SCC(=O)Nc3ccc4c(c3)OCO4)nccc12	-11
COc1ccc(C(=O)CSc2nc(-c3ccccc3C)ns2)cc1	-11
COc1cccc(C=NNC(=O)CSc2nnc(C)n2-c2ccccc2)c1OC	-26
CCc1ccc(-c2csc(NC(=O)CN3C(=O)c4ccccc4C3=O)n2)cc1	5
O=C(CSc1nnc(NC(=O)c2ccc(Cl)c([N+](=O)[O-])c2)s1)Nc1ccccc1	-8
COc1ccccc1N1CCN(C(CNC(=O)c2cc(OC)c(OC)c(OC)c2)c2cccnc2)CC1 (configuration not stated)	0
CCc1ccc(S(=O)(=O)N2CCN(c3ccc(-c4ccc(C)cc4C)nn3)CC2)s1	-5
Remaining list, next part:
SMILES	PriA SSB inh
CC(C)CC(=O)NCC(c1ccco1)N1CCc2ccccc21 (configuration not stated)	20
CCOC(=O)c1ccc(NC(=O)COc2cccc3ccc(N4CCC(C(N)=O)CC4)nc23)cc1	-6&-5
N#C/C(=C(/O)CON=Cc1ccccc1Cl)c1nc2ccccc2[nH]1	-6
CCn1ccc(C(=O)Nc2c3c(nn2C)CCC3)n1	-7
COc1ccc(/C=C\C(=O)Nc2c(C(=O)Nc3ccc(Cl)cc3)oc3ccccc23)cc1OC	-9
O=C(Nc1ccc(SC(F)F)cc1)c1cc2ccccc2oc1=O	0
CCCCNC(=O)C(=O)Nc1cccc(Cl)c1C	-4
Cn1nnn(-c2ccc(NS(=O)(=O)Cc3ccccc3)cc2)c1=O	8
O=C1Sc2ccc(Br)c3cccc1c23	-3
COc1ccc(N2CCCS2(=O)=O)cc1NC(=O)C12CC3CC(CC(C3)C1)C2	-3
Cc1cc(C)cc(NC(=O)CN2CCC(C(=O)NCCc3c[nH]c4ccccc34)CC2)c1	0
O=C(Cn1c(=O)oc2ccccc21)N(CCc1cccs1)Cc1ccoc1	-8
COCCn1nnn(-c2ccc(NS(=O)(=O)c3cc(C)ccc3OC)cc2)c1=O	-15
N#Cc1nc(COc2ccc(F)cc2)oc1N1CCCCCC1	111*
Cn1c2ccccc2c2cc(C=NNC(=O)c3ccccc3F)ccc21	-27
O=C(Oc1coc(CSc2ncccn2)cc1=O)c1ccc(Cl)c([N+](=O)[O-])c1	-4
COc1ccc(CCNC(=O)Cn2ncn3nc4c(c3c2=O)CCCC4)cc1OC	-30
COC(=O)c1ccc(Cn2nc(-c3cccnc3)n(C3CC3)c2=O)o1	-10
CCC(=O)Nc1ccc(SCC(=O)Nc2nccs2)nn1	-9
Fc1ccccc1C=NNc1ncnc2ccccc12	9
O=c1[nH]c(=S)c2c(n1Cc1ccc(F)cc1)CCC2	-13
Cn1cc(S(=O)(=O)N2CCCN(C(=O)c3nc4ccccc4s3)CC2)cn1	-11
CS(=O)(=O)c1ccc(CCC(=O)N2CCc3ncncc3C2)cc1	0
CNC(=O)CC#N	-11
CC(=NNC(=O)c1ccccc1O)c1cccc(NC(=O)c2ccccc2)c1	-12
Later entries:
SMILES	PriA SSB inh
Cc1cnc(C(=O)NC2CCC(Oc3ccccn3)CC2)cn1 (configuration not stated)	-13
O=C(CNc1ccccc1)NN=Cc1cc([N+](=O)[O-])ccc1N1CCCC1	-14
O=C(NCc1cccnc1)N[C@H]1CC(=O)N(c2ccccc2)C1	0
COc1ccc(S(=O)(=O)c2cnc(SCC(=O)Nc3cccc(C(F)(F)F)c3)[nH]c2=O)cc1	-10
NC(=NOC(=O)Cc1ccc(-c2ccccc2)cc1)c1cccnc1	-18
COC(CNC(=O)c1ccc(OC(F)(F)F)cc1)c1ccccc1Cl (configuration not stated)	-22
Cc1ccc(C)c(NC(=O)CSc2nc(=O)n(Cc3cccnc3)c3c2CCCC3)c1	-11
CCN1C(=O)Cc2cc(NC(=O)Cc3ccc(Cl)cc3)ccc21	4
Cn1cc(C(=O)NCC(C)(O)C2CC2)nn1 (configuration not stated)	-6
O=C(OCCn1c2ccccc2c2nc3ccccc3nc21)c1cccnc1	-4
CCOC(=O)CSc1nnc(-c2ccccc2)c2sc(C)nc12	13
CC(C)c1cc(=O)[nH]c(-n2nc(-c3cccs3)cc2NC(=O)c2ccc(Br)o2)n1	-4
COc1ccc2nc(-c3ccc(C)c(NC(=O)c4ccc(F)cc4)c3)cn2n1	-9
COc1ccc(CCNc2nc(-c3cnccn3)cs2)cc1OC	16
CC(=O)Nc1ccc(NC(=O)C(=O)NCC2CCN(C)CC2)cc1	-6
COC(=O)NNC(=O)NC1CC(=O)N(c2ccc3c(c2)OCCO3)C1 (configuration not stated)	2
O=[N+]([O-])c1ccc(S(=O)(=O)NCCOc2ccccc2)cc1	-5
Cc1cccc(NC(=O)COc2cccc3ccc(N4CCN(C(=O)c5ccco5)CC4)nc23)c1	8
COc1ccc(C(C)=NOCC(=O)Nc2nc3ccccc3s2)cc1OC	8
COc1ccc(CCNc2nnc(Cc3ccc(Cl)cc3)c(=O)[nH]2)cc1OC	9
COC(=O)c1ccc(CSc2nnc(CCCN3C(=O)c4cccc5cccc(c45)C3=O)n2-c2ccccc2)cc1	-10
CN(O)C=NC(=S)Nc1ccc(Cl)cc1Cl	1
Cc1ccc(C)c(NC(=O)CN2C(=O)Nc3ccccc3S2(=O)=O)c1	-12
CCOc1ccccc1-n1ccnc(NCc2ccc(C)cc2)c1=O	28
O=C(Nc1cnc(N2CCN(c3ccccn3)CC2)nc1)c1cccnc1	-3

In another format: results already given
| SMILES | PriA SSB inh |
| --- | --- |
| O=C(CSc1nnc(NC(=O)c2ccc(Cl)c([N+](=O)[O-])c2)s1)Nc1ccccc1 | -8 |
| Cc1ccccc1Cn1cnc2c(cnn2CCNC(=O)Cc2ccc(F)cc2)c1=O | -9 |

The listing continues:
SMILES	PriA SSB inh
Clc1cc(Cl)nc(-c2ccccn2)n1	26
COc1ccc(OCc2nc(C#N)c(N(C)Cc3ccccc3)o2)cc1	52
CC(=NNC(=O)c1cccc(F)c1)c1ccc(NC(=O)Cc2ccccc2)cc1	-10
Cc1ccccc1-c1cc2c(SCc3nc(-c4ccc(OC(C)C)cc4)oc3C)nccn2n1	-10
COc1ccc(N=C(C)N(C)CCNS(=O)(=O)c2ccc(Cl)cc2)cc1Cl	-3
CCOc1cc(NC(=O)Cc2cccs2)ncn1	-5
Fc1ccccc1C1C2=C(Nc3nnnn31)c1cc(Cl)ccc1OC2c1cccs1 (configuration not stated)	-9
COc1ccc(S(=O)(=O)NCC(OC)c2ccccc2Cl)c(C)c1 (configuration not stated)	-4
COc1ccc(CC(=O)Nc2ccc3c(c2)CCC(=O)N3)cc1OC	-5
Cc1nc(N(C)C)nc(C)c1NC(=O)C(C)(C)C	-10
COc1ccc2nc(-c3ccc(Cl)c(NC(=O)c4cc(Cl)ccc4OC)c3)cn2n1	-13
COc1ccccc1C1=NN(C(=O)c2onc(-c3ccccc3Cl)c2C)[C@H](c2ccco2)C1	3
O=C1CCCN1Cc1cn(C2CN(C(=O)c3cccc(C(F)(F)F)c3)C2)nn1	-9
O=C(Nc1nc(-c2ccccc2)ns1)c1cccc([N+](=O)[O-])c1	-6
CO[C@@H](CNC(=O)c1cccn(C)c1=O)c1ccccc1C	-6
O=C(c1cc(-c2ccc(F)cc2)n[nH]1)N1CCC(n2ccnn2)CC1	-13
CC(=O)Nc1ccc(C(=O)NCCNS(=O)(=O)c2cccc(Cl)c2Cl)cc1	-9
O=C(Cc1ccc(Cl)cc1)NCCOc1ccc2nnc(-c3ccccc3)n2n1	-7
O=C(Nc1ccc2cn[nH]c2c1)c1ccc(N2CCOCC2)nn1	-21
Cc1nc2n(c(=O)c1C)C(CC(=O)NCCn1nc(-c3ccccn3)n(C)c1=O)CS2 (configuration not stated)	-6
CC(C)(C)c1ccc(NC(=O)N2CCC(S(=O)(=O)c3ccccc3)C2)cc1 (configuration not stated)	6
COc1ccccc1NC(=O)CSc1nnc(-c2cccnc2)n1Cc1ccco1	48
CCOc1ccc(S(=O)(=O)NC[C@H](O)c2ccoc2)cc1F	-17
CN(C)C(CNS(=O)(=O)Cc1cc(F)ccc1F)c1ccco1 (configuration not stated)	5
CSc1ccccc1NC(=O)[C@@H]1COCC(=O)N1Cc1cccs1	-3
Following part.
SMILES	PriA SSB inh
CC(=O)N1N=C(c2cccc(NS(C)(=O)=O)c2)CC1c1cn(-c2ccccc2)nc1-c1ccccc1 (configuration not stated)	0
Cc1noc(C)c1CCc1nc(-c2ccc(Cl)cc2)no1	-46
Cc1c(Cl)cccc1S(=O)(=O)N1Cc2cncnc2C1	-9
O=C(c1ccccc1)N1CCc2ccc(NC(=O)C34CC5CC(CC(C5)C3)C4)cc2C1	0
Cc1ccc(NC(=O)CSc2ccc(-c3ccc(F)cc3)nn2)cc1Cl	-4
COCCn1c(SCc2nc(-c3cc(OC)c(OC)c(OC)c3)oc2C)nc2ccccc2c1=O	-2
CCOc1ccc(-c2cn3c(CC(=O)NCc4ccccc4)csc3n2)cc1	-1
Cc1nc2ccc3nc(NC(=O)CSc4ccc(F)cc4)sc3c2s1	-12&2
